Screens: PubChem BioAssay, several laboratories
TPT1 inhibitor: Candida albicans TPT1 enzyme inhibitors, primary screen, biochemical, fluorescence polarization; tRNA 2'-phosphotransferase TPT1 (Candida albicans SC5314); recombinant caTPT1, FP RNA substrate dephosphorylation; inhibition, % at 5 µM; actives 0.81% (n = 300,000);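 active = inhibition above the mean of all tested compounds plus 3 SD, set per screening campaign, cut at about 24% in these data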;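 also: plate controls were DMSO alone for no effect and ferristatin control at 100 nM for full effect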
PP1 counter: PP1-alpha phosphatase inhibitors, primary screen, counter-screen for PP5 inhibitor project, biochemical, fluorescence, OMFP substrate, single point; Serine/threonine-protein phosphatase PP1-alpha catalytic subunit (Homo sapiens), P62136; purified PP1alpha; inhibition, % at 6.7 µM; actives 0.9% (n = 320,000);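 active = inhibition above the mean inhibition of all tested compounds plus 3 SD, computed separately for each screening campaign, cut at about 15% in these data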
Fh CTSL1 inh: Fasciola hepatica cathepsin L1 inhibitors, primary screen, counter-screen for PFM18AAP inhibitor project, biochemical, QFRET, fluorogenic peptide substrate | AID 1906, 2009 | recombinant F. hepatica cathepsin L1, Z-Leu-Arg-MCA fluorescence | actives 0.49% (n = 300,000) | inhibition, % at 5.96 µM;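 active = inhibition above the mean of all tested compounds plus 3 SD, set per screening campaign, cut at about 17% in these data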;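 also: 0% = plate median of test compound wells and 100% = 1 µM Z-Phe-Ala-diazomethylketone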
PREPL inh: PREPL enzyme inhibitors, primary screen, biochemical, fluorescence polarization; Prolyl endopeptidase-like (Homo sapiens), Q4J6C6; recombinant PREPL, fluorescence polarization activity-based probe; inhibition, % at 5.96 µM; actives 0.68% (n = 320,000); AID 2751, 2010; in the data active = inhibition above about 43%;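 also: 0% = enzyme with DMSO and 100% = wells lacking enzyme; many of its hits are not listed in these tables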
Target sequence (Q4J6C6 whole entry, looked up): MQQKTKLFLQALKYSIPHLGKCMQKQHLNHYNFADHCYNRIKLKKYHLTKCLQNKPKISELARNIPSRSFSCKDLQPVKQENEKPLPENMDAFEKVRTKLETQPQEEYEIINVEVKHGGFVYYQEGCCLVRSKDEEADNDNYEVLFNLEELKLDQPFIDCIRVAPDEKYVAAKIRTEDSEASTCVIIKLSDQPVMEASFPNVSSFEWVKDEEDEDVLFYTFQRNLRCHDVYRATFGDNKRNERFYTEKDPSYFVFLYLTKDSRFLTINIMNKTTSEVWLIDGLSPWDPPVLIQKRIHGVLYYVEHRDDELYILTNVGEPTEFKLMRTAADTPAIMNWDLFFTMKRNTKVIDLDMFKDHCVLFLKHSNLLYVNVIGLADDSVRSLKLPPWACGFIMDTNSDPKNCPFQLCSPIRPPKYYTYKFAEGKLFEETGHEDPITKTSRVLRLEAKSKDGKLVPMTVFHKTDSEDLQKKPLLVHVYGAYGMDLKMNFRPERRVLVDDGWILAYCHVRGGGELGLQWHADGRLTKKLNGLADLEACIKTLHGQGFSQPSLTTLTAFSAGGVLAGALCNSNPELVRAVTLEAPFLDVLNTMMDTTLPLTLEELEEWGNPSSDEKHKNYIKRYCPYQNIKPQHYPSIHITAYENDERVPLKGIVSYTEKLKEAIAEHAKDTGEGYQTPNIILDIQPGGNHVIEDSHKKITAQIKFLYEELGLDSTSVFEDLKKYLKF
Efflux pump mplx: inhibitors of Candida efflux pumps in yeast, primary screen, S. cerevisiae, Nile Red, multiplex | S. cerevisiae Candida pump triplex | inhibition, % at 10 µM | actives 0.44% (n = 330,000) | AID 485275, 2010;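 active = plate passing quality check with inhibition over a set limit, or well fluorescence over plate mean plus 4 SD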;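 also: Nile Red retained in pooled yeast measured as flow cytometry median fluorescence; 0% = buffer negative control and 100% = Enniatin B positive control; higher means more Nile Red kept so more efflux inhibition; some compounds called inactive have numbers as strong as hits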
ZTA counter: counter-screen for EBNA-1 inhibitors: inhibitors of Epstein-Barr virus ZTA | actives 0.15% (n = 320,000) | AID 2234 | inhibition, % at 11 µM | P03206 | ZTA-DNA binding, fluorescence polarization; in the data active = inhibition above about 33%
Target sequence (P03206 whole entry, looked up): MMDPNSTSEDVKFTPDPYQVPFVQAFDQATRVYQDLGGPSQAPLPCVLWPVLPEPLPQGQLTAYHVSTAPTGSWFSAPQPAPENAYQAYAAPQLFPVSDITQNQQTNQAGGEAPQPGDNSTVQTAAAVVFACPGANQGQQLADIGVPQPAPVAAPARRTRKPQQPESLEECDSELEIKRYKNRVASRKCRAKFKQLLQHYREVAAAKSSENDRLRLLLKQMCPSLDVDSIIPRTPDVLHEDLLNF
core dimer inh: inhibitors of HCV core protein dimerization, primary screen, biochemical, TR-FRET, high-throughput | TR-FRET GST/Flag-core106 dimerization, 1536-well | inhibition, % at 5 µM | actives 0.33% (n = 300,000) | AID 1899, 2009;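 active = inhibition above the mean of all tested compounds plus 3 SD, set per screening campaign, cut at about 45% in these data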
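Test system: GST/Flag-tagged HCV core106 proteins; Medium: KF-containing HEPES buffer, pH 7.45, DTT, CHAPS, BSA; Times: compound-protein-antibody incubation 4 h at 22.5 °C; Detection: TR-FRET 671 and 617 nm emission; Benchmarks: wells lacking GST-core106 and wells with excess unlabelled core106.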
PP5 primary: PP5 phosphatase inhibitors, primary screen, biochemical, fluorescence; Serine/threonine-protein phosphatase 5 (Homo sapiens), P53041; purified PP5c, OMFP substrate fluorescence; inhibition, % at 6.7 µM; actives 0.18% (n = 320,000);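 active = inhibition above the campaign's mean inhibition across all tested compounds plus 3 SD, cut at about 9.5% in these data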;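 also: 0% = DMSO only and 100% = 100 µM cantharidin control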
EBNA-1 inhibitor: EBNA-1 DNA-binding inhibitors, primary screen, biochemical, fluorescence polarization; inhibition, % at 14.8 µM; actives 0.34% (n = 300,000); AID 1950, 2009; in the data active = inhibition above about 28%
The depositor's hits bear a star; nt = no result given.

SMILES	TPT1 inhibitor	PP1 counter	Fh CTSL1 inh	PREPL inh	Efflux pump mplx	ZTA counter	core dimer inh	PP5 primary	EBNA-1 inhibitor
Cc1ccc(N(CC(=O)Nc2cccc(C)c2)S(=O)(=O)c2cccc3nonc23)cc1	-3	3	-3	11	0.0	-15	21	5.8	-8
COc1ccc(NC(C)=O)cc1S(=O)(=O)Nc1ccc(OCc2ccccc2)cc1	3	1	-2	-34	0.0	-5	7	3.5	8
COC(=O)c1ccc(C(=O)OCCCc2nc3ccc(N)cc3[nH]2)cc1	-2	-4	-4	4	-0.1	11	2	-2.4	9
C=CCn1c(=O)c(C(=O)NCCc2ccccc2)c(O)c2ccccc21	4	0	2	-6	0.0	3	-2	-1.4	4
Cc1ccc2c(c1)nnn2C1CCN(S(=O)(=O)c2ccc(C(=O)N3C(C)CCCC3C)cc2)CC1 (centres undefined)	-3	5	5	32	0.2	12	19	6.3	6
CCOc1ccccc1NC(=O)CCN1CCN(S(=O)(=O)c2ccc(OC)cc2)CC1	-2	2	1	16	0.0	8	2	-0.5	24
Cc1ccccc1Nc1nc(N)nc(COC(=O)CCS(=O)(=O)c2ccccc2)n1	3	-2	-22	2	-0.1	5	1	0.3	13
Cc1cc(=O)oc2c(C(=O)/C=C/c3ccccc3)c(O)ccc12	-2	0	1	-8	0.1	2	1	2.5	-8
Cc1ccc(C)c(N2CCN(C(=O)CCS(=O)(=O)c3ccc4c(c3)NC(=O)CO4)CC2)c1	-3	3	13	22	0.0	-5	-3	-5.0	-3
COCCOC(=O)C1=C(C)OC(N)=C(C#N)C1c1ccco1 (centres undefined)	3	1	-4	0	0.0	-14	-1	-0.5	-25
O=C(COC(=O)CNC(=O)c1ccccc1)Nc1ccc(S(=O)(=O)N2CCOCC2)cc1	1	-5	6	14	-0.1	-3	-4	1.1	2
CC(=O)Nc1ccc(NC(=O)c2ccc(C3SCC(=O)N3CCc3ccccc3)cc2)cc1 (centres undefined)	-2	2	0	-5	-0.2	7	7	4.0	-8
CCC(CC)C(=O)Nc1nnc(SCC(=O)N2CCN(c3ccccc3OC)CC2)s1	2	3	0	12	-0.1	2	3	2.9	0
O=c1[nH][nH]cc1C=Nc1ccc(Cl)cc1Cl	0	-2	-5	-2	0.2	-25	-6	0.9	-6
CCC(=O)Nc1cccc(NC(=O)CSc2nc3c(c(=O)n(C)c(=O)n3C)n2C)c1	0	-1	-5	2	-0.2	-19	-9	2.7	-15
CCOc1ncccc1C(=O)N(C)CC(=O)Nc1ccc(C)cc1	-1	-6	-3	-5	-0.1	-21	-1	0.0	-4
CCc1ccccc1NC(=O)COC(=O)C1CC(=O)N(c2ccc(F)cc2)C1 (centres undefined)	3	-6	-20	19	0.2	6	1	4.0	-5
COc1ccc(OCC(=O)N/N=C/c2ccc(OC)c(OC)c2C(=O)O)cc1	-1	-2	0	9	0.3	4	-3	1.9	6
O=C(CN(C(=O)CCC(=O)Nc1nccs1)c1ccc(F)cc1)NCCc1ccccc1	2	1	-3	-3	0.1	-18	-5	2.7	-8
CCC(=O)N1C(=O)CCN(C(C)=O)c2ccccc21	-1	-2	0	-3	-0.1	-6	-5	3.0	0
CS(=O)(=O)Nc1ccc(C(=O)NCCSCc2ccccc2)cc1	2	0	0	10	-0.2	2	-8	0.6	10
Cc1c(O)ccc(C(=O)COc2ccc(F)cc2)c1O	0	1	6	8	-0.2	1	-4	0.9	4
Cc1cc(C)cc(OCC(=O)O/N=C(\N)c2ccccc2Cl)c1	0	-4	-18	9	-0.1	-10	-4	1.1	5
COc1cc(/C=C2\SC(=S)N(CC(=O)O)C2=O)ccc1OC(=O)c1ccco1	5	4	2	24	0.0	1	-10	-0.1	-12
O=C(NCCCc1ccccc1)C1CCC(=O)N(CCc2ccc(Cl)cc2)C1 (centres undefined)	4	-1	0	9	-0.1	0	-8	2.2	-4
Cc1cc(NC(=O)Cn2c(=O)c3c(ncn3CCC(C)C)n(Cc3ccccc3)c2=O)no1	1	1	-1	13	0.1	7	12	3.0	0
COC(=O)c1ccc(NC(=O)Nc2ccc(F)cc2F)cc1	-2	1	-6	6	-0.2	-14	-6	3.8	3
CCOC(=O)N1CCN(C(=O)c2cnn3c(C)c(Cc4ccc(C)cc4)c(C)nc23)CC1	2	2	0	10	0.4	-3	4	0.8	7
CNC(=O)c1ccsc1NC(=O)c1ccc2c(c1)CCCC2	-3	-3	3	-8	-0.3	5	-4	1.1	6
O=C1CCc2ccc(NC(=O)C3CC3)cc2N1	-2	0	0	3	0.0	3	0	-0.5	0
COc1ccc(S(=O)(=O)NC(CC(=O)NCc2ccco2)c2ccco2)cc1 (centres undefined)	1	0	0	-10	-0.1	-3	-4	-2.1	1
Cc1ccc2c(c1)N(C)/C(=C/c1cccc[n+]1CCO)S2	3	0	-1	22	0.1	1	4	1.5	3
CCc1ccc(CN(C)C(=O)c2ccc3c(=O)n4c(nc3c2)CCC4)cc1	-1	-1	-3	7	-0.3	10	1	-0.1	-5
CCc1[nH]nc2c1C1(CCN(C(=O)c3ccccc3)CC1)C(C#N)=C(N)O2	-4	-4	2	7	-0.1	4	0	1.6	-1
Cc1csc(NC(=O)Cc2ccc(F)cc2)n1	-3	2	-8	-5	0.4	-12	-2	1.8	-8
NC(=O)COC(=O)CCSc1ccc(Cl)cc1	1	-12	-6	16	-0.1	-26	-14	-1.4	-3
O=C(O)CSc1ncnc2c1oc1ccccc12	-1	-12	4	22	-0.1	-2	10	1.0	-7
Cc1ccc2nc(SC(C)C(=O)N3CC(C)OC(C)C3)[nH]c2c1 (centres undefined)	3	-3	6	-1	-0.1	13	2	1.8	0
COCCN(C(=O)CSc1nc(-c2ccccc2)cn1N)c1c(N)n(Cc2ccccc2)c(=O)[nH]c1=O	-3	-6	1	7	-0.1	5	3	0.0	-3
CN1CCN(S(=O)(=O)c2ccc(NC(=O)c3cccs3)cc2)CC1	-2	0	-2	0	-0.1	-5	-5	0.6	7
O=C1CCN=C(Nc2ccc(F)cc2)N1Cc1ccccc1	-3	-4	-1	-5	0.0	12	-3	0.6	7
Cc1cc2c(NC(=O)CC(C)(C)CC(=O)O)cccc2nn1	-3	-5	1	15	0.0	13	-10	2.0	2
O=C(CN1CCc2ccccc2C1)Nc1ccccc1C(F)(F)F	0	2	0	-6	0.0	-9	9	2.4	-2
c1ccc(-c2nnc(C(c3ccccc3)c3ccccc3)o2)cc1	2	4	1	3	0.2	-13	-4	4.4	-5
O=S(=O)(c1ccc2nc(N3CCN(c4ccccc4)CC3)ccc2c1)N1CCCCC1	-2	1	-1	-2	0.0	-4	4	0.3	4
CCOC(=O)c1c(C)[nH]c(C)c1C(=O)COC(=O)c1ccc(O)cc1	1	-3	4	3	-0.3	-1	0	-1.4	8
O=c1oc2ccccc2c2c1C(O)CO2 (centres undefined)	-4	1	5	2	-0.3	-20	-3	-1.8	2
COc1ccc(N2CCN(C(=O)CCS(=O)(=O)c3ccc4c(c3)NC(=O)C(C)S4)CC2)cc1 (centres undefined)	2	3	0	15	-0.2	-4	4	0.5	8
CC(OC(=O)CNC(=O)c1ccc2ccccc2c1)C(=O)N(C)C1CCCCC1 (centres undefined)	-4	-1	-7	32	-0.1	-1	-5	1.0	-5
O=C(COC(=O)Cc1ccc(Cl)cc1Cl)Nc1ccc(OC(F)F)cc1	6	6	-5	-3	0.2	5	0	4.7	2
New compounds follow:
SMILES	TPT1 inhibitor	PP1 counter	Fh CTSL1 inh	PREPL inh	Efflux pump mplx	ZTA counter	core dimer inh	PP5 primary	EBNA-1 inhibitor
O=C(NC(=S)Nn1cnc2c(cnn2-c2ccccc2)c1=O)c1ccccc1	-5	-1	5	31	-0.1	-7	-10	3.7	-1
Cc1ccc(-c2cc(C(=O)OCn3nnc4ccccc4c3=O)c3ccccc3n2)cc1	-3	1	-3	20	-0.4	-11	-6	2.9	-7
CCC1(c2ccc(C)cc2)NC(=O)N(CC(=O)Nc2cccc(S(=O)(=O)N3CCCC3)c2)C1=O (centres undefined)	nt	2	nt	-15	0.0	12	nt	6.0	nt
O=C(CSc1ccccn1)Nc1ccc2c(c1)OCCO2	-1	1	-4	11	0.1	-9	-7	1.8	-8
O=C(O)COc1ccccc1Cc1ccccc1	-5	0	2	11	-0.1	0	-3	-0.8	3
CSc1ncccc1C(=O)Nc1ccc(S(=O)(=O)N2CCCC2)cc1	nt	-4	nt	16	-0.1	10	nt	2.2	nt
COc1cc2nc(CN(C)Cc3ccc(OC)c(OC)c3OC)[nH]c(=O)c2cc1OC	-1	-2	-1	2	0.0	2	1	1.1	-8
O=C(O)CCn1c(C(=O)O)cc2sccc21	1	-9	-4	6	0.1	0	-7	3.9	-2
CC(C)CN1CCNC(=O)C1CC(=O)N(C)CC1CCOCC1 (centres undefined)	-5	-3	2	3	-0.2	27	-3	-0.1	9
NC(=O)OCC(O)COc1ccc(Cl)cc1 (centres undefined)	1	-5	0	-7	0.0	1	7	1.7	-2
NC1=C(Br)C(=O)c2ccccc2C1=O	-1	0	35*	16	-0.1	1	-8	2.4	10
O=C(COc1ccc(Br)cc1)OCc1nnc(-c2ccccc2)o1	1	-5	-4	-11	-0.1	-30	2	2.7	-5
COC(=O)c1nnn(-c2nonc2N)c1-c1cccs1	-5	3	-2	14	-0.2	-10	-12	1.7	1
CCCCn1cc(C(C)(C)C)c(C#N)c1NC(C)=O	0	-4	9	12	0.0	-6	3	-0.8	-4
Cc1ccc(S(=O)(=O)/N=c2\scc(C)n2C)cc1	-2	-1	0	19	-0.1	1	-11	-1.1	10
O=C(Nc1nccs1)c1ccc(N2C(=O)C3CCCCC3C2=O)cc1 (centres undefined)	65*	-2	-1	-4	0.1	-1	1	-0.9	4
O=c1c2c3nc4ccccc4nc3n(/N=C/c3ccncc3)c2ncn1-c1ccccc1	0	-6	-4	-6	-0.1	3	1	-0.9	-6
Cc1onc(-c2ccccc2Cl)c1C(=O)NCCn1c(C)cc2ccccc21	0	-3	1	-9	0.1	2	-36	6.8	2
COc1ccc(-c2nnc(SCC(=O)N3CCCCC3)o2)cc1OC	2	-1	6	-2	-0.1	10	-5	-3.0	14
COc1ccc(Nc2ncnc3sccc23)c(OC)c1	10	5	8	9	0.0	-6	25	1.6	2
CCOC(=O)CSc1nc(-c2ccc(OC)cc2)ns1	-1	-2	4	9	0.1	-12	-3	2.4	-3
C=CCN(CC=C)S(=O)(=O)c1ccc(NC(=S)NC(=O)/C=C/c2cccc3ccccc23)cc1	2	7	1	-10	0.0	-4	56*	1.6	11
CC1CN(C(=O)CN2C(=O)NC3(CCCC3)C2=O)C(=Nc2cccc(S(=O)(=O)N(C)C)c2)S1 (centres undefined)	-1	-4	0	-7	-0.2	-6	3	0.1	2

Entries of single compounds as entered above:
`O=C(Nc1nccs1)c1ccc(N2C(=O)C3CCCCC3C2=O)cc1` (centres undefined) is listed as TPT1 inhibitor = 65*; PP1 counter = -2; Fh CTSL1 inh = -1; PREPL inh = -4; Efflux pump mplx = 0.1; ZTA counter = -1; core dimer inh = 1; PP5 primary = -0.9; EBNA-1 inhibitor = 4
`CC1CN(C(=O)CN2C(=O)NC3(CCCC3)C2=O)C(=Nc2cccc(S(=O)(=O)N(C)C)c2)S1` (centres undefined) is listed as TPT1 inhibitor = -1; PP1 counter = -4; Fh CTSL1 inh = 0; PREPL inh = -7; Efflux pump mplx = -0.2; ZTA counter = -6; core dimer inh = 3; PP5 primary = 0.1; EBNA-1 inhibitor = 2

Not all compounds are listed; rates above refer to the full screens.
